DUSP3 inh: inhibitors of human VHR1 phosphatase (DUSP3); hit rate 0.7% among 50,000; inhibition, % at 20 µM; recombinant VHR phosphatase, colorimetric substrate read-out; AID 1992; in the data active = inhibition above about 60%; also: some results filed as inactive read as strong as hits
Target sequence (P51452 whole entry, looked up): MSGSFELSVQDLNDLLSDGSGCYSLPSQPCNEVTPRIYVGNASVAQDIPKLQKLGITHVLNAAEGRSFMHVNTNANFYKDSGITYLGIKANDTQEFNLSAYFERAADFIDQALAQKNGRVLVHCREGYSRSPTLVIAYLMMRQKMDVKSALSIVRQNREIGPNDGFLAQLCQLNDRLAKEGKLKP
* hit, by the source's call. This is a subset (hit frequency here may not be typical).

SMILES | DUSP3 inh
CCOC(=O)c1c(NC(=O)CC2Sc3ccc(C(F)(F)F)cc3NC2=O)sc(C)c1C (stereo not drawn) | -13.2
O=C(Nc1cccnc1)c1cccc2c1C(=O)c1ccccc1-2 | -2.1
CCOC(=O)C1=C(O)/C(=C/c2ccco2)SC1=Nc1cccc(Cl)c1 | -1.3
CN1C(=O)NC(=O)/C(=C/c2ccc(-c3ccc(F)cc3)o2)C1=O | -2.6
CC(NC(=O)CN1CCCCC1)C1COc2ccccc2O1 (stereo not drawn) | -13.9
CC1=CC(C)(C)Nc2ccc(OC(=O)c3ccc(Cl)c([N+](=O)[O-])c3)cc21 | -7.0
CC(C)Oc1ccccc1-c1cc(C(=O)O)c2ccccc2n1 | -3.1
Cc1ccc(-c2ccccc2)n1-c1ccc2c(c1)OCO2 | 24.7
N/C(=N\OC(=O)c1ccccc1Br)c1ccc(Cl)cc1 | -19.1
O=C(CCCOc1ccccc1)Nc1ccc(F)cc1 | -6.1
CCCN(C=O)/N=C/c1ccc([N+](=O)[O-])cc1O | -17.2
CC(C)(C)C(=O)COc1ccc2c(-c3ccccc3)cc(=O)oc2c1 | -14.9
Cc1ccc(Cl)cc1N1C(=O)C2C3C=CC(CO)(O3)C2C1=O (stereo not drawn) | 6.3
COc1ccc(NC(=O)CN(c2ccc(Br)cc2)S(C)(=O)=O)cc1OC | -12.0
Cc1ccnc(NC(=O)c2cc(I)ccc2Cl)c1 | -5.9
CC(C)c1ccc(CNC(=O)CSCC(=O)Nc2ccc3ccccc3c2)cc1 | -21.7
O=[N+]([O-])c1ccccc1S(=O)(=O)NCc1ccc2c(c1)OCO2 | -8.0
Cc1nnc(NC(=O)Nc2ccc(Cl)c(Cl)c2)s1 | 0.3
O=C(CSc1nc(O)c(Cc2ccccc2)c(=O)[nH]1)Nc1cccc2ccccc12 | 3.9
CCOc1ccccc1NC(=O)C1C2CCC3C(CCC21)C3(Cl)Cl (stereo not drawn) | 119.3*
O=C(COc1ccc(Cl)cc1Cl)Nc1ccc2c(c1)oc1ccccc12 | 25.1
NS(=O)(=O)c1ccc(CCNC(=S)NC(=O)c2cccs2)cc1 | -17.1
O=P(Cc1ccncc1)(c1ccccc1)c1ccccc1 | -7.6
COC(=O)CN(c1cccc(Cl)c1Cl)S(=O)(=O)c1ccccc1 | -37.9
O=[N+]([O-])c1cc(C(F)(F)F)ccc1N1CCN(C/C=C/c2ccccc2)CC1 | -2.9
CC1(C)CC(=O)c2c(oc3ccc(NS(=O)(=O)c4ccc(Cl)cc4)cc23)C1 | -17.6
O=C(c1ccco1)N1CCN(Cc2ccc(F)cc2)CC1 | -2.5
CCOC(=O)COc1c(Cl)cc(C=C2C(=O)NC(=S)NC2=O)cc1Cl | 5.8
O=C1N/C(=N\N=C\c2ccccc2O)SC1Cc1ccc(Cl)cc1 (stereo not drawn) | -17.4
O=c1c2ccccc2nc(-c2ccco2)n1-c1cccc2ccccc12 | 1.2

Reformatted tab-delimited: 2 of the compounds above.
Molecule	DUSP3 inh
NS(=O)(=O)c1ccc(CCNC(=S)NC(=O)c2cccs2)cc1	-17.1
O=P(Cc1ccncc1)(c1ccccc1)c1ccccc1	-7.6

The listing picks up, repeating the two entries before the break.
SMILES | DUSP3 inh
O=C1N/C(=N\N=C\c2ccccc2O)SC1Cc1ccc(Cl)cc1 (stereo not drawn) | -17.4
O=c1c2ccccc2nc(-c2ccco2)n1-c1cccc2ccccc12 | 1.2
COc1ccc(/C=C2\C(=O)N(c3ccc(C)c(Cl)c3)N=C2C)cc1[N+](=O)[O-] | -36.9
O=C1c2ccc(-c3ccc4c(c3)C(=O)N(c3ccccn3)C4=O)cc2C(=O)N1c1ccccn1 | -12.0
COc1ccc(/C=C/C(=O)Nc2cc(S(N)(=O)=O)ccc2C)cc1 | -37.0
COCCN1C(=O)C(=O)/C(=C(/O)c2ccccc2)C1c1ccc(Br)cc1 (stereo not drawn) | -1.7
CCOc1c(C=C2C(=O)NC(=O)NC2=O)cccc1OC | -4.7
COc1ccc2c(c1)OCC/C2=N\OC(=O)c1ccc(C)cc1 | -10.0
Clc1ccc(-c2nnc(-c3ccccc3)o2)cc1 | -8.7
Cn1c(=O)c2c(nc3n2CC(=O)N3c2ccc(F)cc2F)n(C)c1=O | 7.1
CCc1nc(C)cn1S(=O)(=O)c1ccc(Cl)c([N+](=O)[O-])c1 | -9.0
CCCOc1ccc(/C=N/N2CCN(Cc3ccccc3Cl)CC2)cc1 | -26.3
COc1ccc(OC)c(NC(=O)C2CC2(c2cccc(C)c2)c2cccc(C)c2)c1 (stereo not drawn) | -1.8
COc1cccc(NC(=O)c2ccc(CN3CCc4ccccc4C3)cc2)c1 | -32.3
COc1ccc(C(=O)Nc2ccc(O)c(-c3nc4ccccc4s3)c2)cc1[N+](=O)[O-] | 6.8
COc1cc([N+](=O)[O-])ccc1NC(=O)/C=C\c1ccc(Cl)cc1 | -9.3
O=C(NCc1cccnc1)c1cccc(S(=O)(=O)N2CCCCC2)c1 | -21.2
CCNC(=O)N1c2ccc(OC)cc2C(C)=CC1(C)C | -1.1
Cc1ccc(NC(=O)c2cccc(Cl)c2)cc1Cl | -0.4
CCOC(=O)c1c(NC(=O)/C=C/c2ccccc2)sc(C)c1C | -41.0
O=C(c1ccco1)N1CCN(C(=O)c2cccs2)CC1 | 10.6
N#Cc1ccccc1NC(=O)NS(=O)(=O)c1ccccc1Cl | -27.9
O=C(CCN1C(=O)S/C(=C/c2ccc(Cl)cc2)C1=O)Nc1ccc(S(=O)(=O)Nc2nccs2)cc1 | -9.8
Nc1nnc(COc2ccccc2)s1 | -34.4
Cc1ccc(C(C)C)c(OCC(=O)Nc2ccc(Cl)cn2)c1 | -18.9
CC(C)OC(=O)c1c(NC(=O)c2cccc(OC(C)C)c2)sc2c1CCC2 | -24.8
CC(=O)N(C)N1c2ccccc2CCc2ccccc21 | 6.1
CCc1sc(-c2c(C#N)c(N)nc3c2CCCC3)cc1Br | 5.7
Cc1ccc(OCC(=O)NC2C3CC4CC(C3)CC2C4)c(Br)c1 (stereo not drawn) | 2.9
Cc1ccc(F)c(N/C=C/C(=O)c2ccc(Br)cc2)c1 | -4.1
COc1ccc(/C=C/C(=O)NCC(C)NC(=O)/C=C/c2ccc(OC)c(OC)c2)cc1OC (stereo not drawn) | -10.2
COc1ccc(CCN=Cc2c(O)n(-c3c(Cl)cccc3Cl)c3ccccc23)cc1OC | 2.1
Cc1ccnc(NC(=O)COc2cc(C)c(Cl)c(C)c2)c1 | -13.5
O=C1C2C3C=CC(O3)C2C(=O)N1c1ccccc1I (stereo not drawn) | -18.4
N#C/C(=C\c1c(O)n(-c2c(Cl)cccc2Cl)c2ccccc12)C(N)=NCc1ccccc1 | 4.0
C(=N\n1cnnc1)/c1ccc(-c2cccc3ccccc23)o1 | 1.2
NC(=O)SCC(=O)Nc1cccc(Cl)c1 | -12.5
C/C(=C\c1ccccc1)C(=O)Nc1c(C)n(C)n(-c2ccccc2)c1=O | 7.2
N#C/C(=C\c1cn(CC(=O)Nc2ccccc2)c2ccccc12)C(=O)Nc1ccccc1Cl | -11.2
O=C1/C(=C\c2cc([N+](=O)[O-])cc(Br)c2O)SC(=S)N1c1cccc(Cl)c1 | -17.5
COc1ccc(NC(=O)/C(=C/c2cccs2)NC(=O)c2ccc(C(C)(C)C)cc2)cc1 | -6.9
Cc1ccccc1N1C(=O)CC(=O)N(c2ccccc2C)C1=S | 8.3

The list goes on (2 carried over from the part before).
SMILES | DUSP3 inh
COc1ccc(NC(=O)/C(=C/c2cccs2)NC(=O)c2ccc(C(C)(C)C)cc2)cc1 | -6.9
Cc1ccccc1N1C(=O)CC(=O)N(c2ccccc2C)C1=S | 8.3
Cc1c(NS(=O)(=O)c2ccc(F)cc2)cccc1[N+](=O)[O-] | -18.2
O=C(O)C(Cc1ccccc1)N1C(=O)/C(=C/c2cccc3ccccc23)SC1=S (stereo not drawn) | -12.6
COc1c(O)ccc(/C=N\NC(=O)c2ccc3c(c2)OCO3)c1[N+](=O)[O-] | -15.2
O=C1C(=O)N(c2cccnc2)C(c2ccccc2)/C1=C(\O)c1ccc(Cl)cc1 (stereo not drawn) | -10.2
COc1ccc(C(=O)O/N=C(\N)c2ccccc2)cc1 | -14.0
COc1ccc(C(=O)CSc2ncn(-c3ccccc3)n2)cc1 | -2.7
C=C(C)c1cccc(C(C)(C)NC(=O)NCc2ccccn2)c1 | 1.1
COC(=O)c1ccc(-c2ccc(/C=N\Nc3ccc([N+](=O)[O-])cn3)o2)cc1 | -6.7
CN=C(Nc1ccc(Cl)cc1)SC1CC(=O)N(c2ccccc2F)C1=O (stereo not drawn) | -5.8
CCOC(=O)c1ccc(NC(=O)/C=C/c2ccc(Cl)cc2)cc1 | 24.4
COc1ccc(/C=C(\NC(=O)c2ccc([N+](=O)[O-])cc2)C(=O)NCCCN(C)C)cc1 | 6.2
O=C(CSc1nc2ccccc2[nH]1)Nc1ccc(/C=C/c2ccccc2)cc1 | -12.0
Cc1cccc(N2C(=O)CC(Sc3ccccc3C(=O)O)C2=O)c1C (stereo not drawn) | 3.8
COc1ccc(C(=O)Nc2ccc(N3CCN(C(C)=O)CC3)cc2)cc1 | -0.1
Cc1ccc(OCc2nnc(NC(=O)c3ccco3)s2)cc1 | -5.9
COc1cc(/C=C2/C(=O)NC(=O)N(c3cc(C)cc(C)c3)C2=O)cc(Br)c1OC | -0.6
Cc1c(C)c2ccc(OCC(=O)N(C)C)cc2oc1=O | -11.7
CCOC(=O)C1=C(C)N=c2s/c(=C\c3cn(C)c4ccccc34)c(=O)n2C1c1ccc(OC)c(OC)c1 (stereo not drawn) | -7.9
COc1ccccc1NC(=O)/C(=C\c1ccc(Br)cc1)NC(=O)c1ccccc1OC | -39.0
COC(=O)C1=C(C)NC2=C(C(=O)CCC2)C1c1ccc(Br)cc1 (stereo not drawn) | -14.5

Individual results from the results shown:
C/C(=C\c1ccccc1)C(=O)Nc1c(C)n(C)n(-c2ccccc2)c1=O – DUSP3 inh = 7.2
O=C(CCN1C(=O)S/C(=C/c2ccc(Cl)cc2)C1=O)Nc1ccc(S(=O)(=O)Nc2nccs2)cc1 – DUSP3 inh = -9.8
N#C/C(=C\c1cn(CC(=O)Nc2ccccc2)c2ccccc12)C(=O)Nc1ccccc1Cl – DUSP3 inh = -11.2
O=C1C2C3C=CC(O3)C2C(=O)N1c1ccccc1I (stereo not drawn) – DUSP3 inh = -18.4
COc1ccc(/C=C2\C(=O)N(c3ccc(C)c(Cl)c3)N=C2C)cc1[N+](=O)[O-] – DUSP3 inh = -36.9
CCCN(C=O)/N=C/c1ccc([N+](=O)[O-])cc1O – DUSP3 inh = -17.2
COc1ccc(NC(=O)/C(=C/c2cccs2)NC(=O)c2ccc(C(C)(C)C)cc2)cc1 – DUSP3 inh = -6.9

The list goes on.
SMILES | DUSP3 inh
Cc1ccccc1NCC(=O)N/N=C\c1ccc(I)o1 | -4.9
O=C(COc1ccccc1)Nc1ccc(C(=O)OC2CCCCC2)cc1 | 13.8
Cc1ccc(NCc2c(O)ccc3ccccc23)cc1 | 18.1
O=C(Nc1cccc2ccccc12)c1cnn2c1NC(c1ccc3c(c1)OCO3)CC2C(F)(F)F (stereo not drawn) | -7.0
CC(=O)Nc1ccc(S(=O)(=O)NC(c2ccccc2)c2ccccc2)cc1 | -5.8
Cc1cc(C)nc(SCc2ccc(Cl)cc2)n1 | 4.8
O=S(=O)(NCc1ccc2c(c1)OCO2)c1cccs1 | -14.4
NC1=NC(=O)C(Cc2cc(Cl)ccc2Cl)S1 (stereo not drawn) | 7.2
CCN1C(=O)/C(=C\c2cccc(O)c2)SC1=S | 3.4
O=C1C(Cl)=C(Nc2ccc(F)cc2)C(=O)N1c1ccccc1 | -5.8
COc1ccccc1NC(=O)c1ccc2c3c(cccc13)CC2 | -2.5
O=C1/C(=C\c2ccc(O)c(O)c2)SC(=S)N1c1ccc(F)cc1 | -5.3
COC(=O)c1ccc(NC(=O)C2(C)CC3c4ccccc4C2c2ccccc23)cc1 (stereo not drawn) | -3.9
CCCCCOC(=O)C1=C(C)NC(=O)NC1c1ccc(Br)cc1 (stereo not drawn) | -33.8
O=C(O)CCN1C(=O)/C(=C\c2ccc3c(c2)OCO3)SC1=S | -16.3
CN1C(=O)C(c2ccc(O)cc2)(c2ccc(O)cc2)c2ccccc21 | -13.2
COC(=O)C(NC(=O)c1ccccc1)C12CC3CC(CC(C3)C1)C2 (stereo not drawn) | -1.4
O=C(Nc1ccc(O)c(-c2nc3ccccc3s2)c1)c1cc2ccccc2oc1=O | 12.8
CN1C2C=C(N(CCc3c[nH]c4ccccc34)C(=O)c3cc(Cl)cc(Cl)c3)CC1CC2 (stereo not drawn) | -7.8
Cc1ccc(S(=O)(=O)N2CCN(CCNC(=O)C(=O)Nc3ccc(Cl)cc3)CC2)cc1 | -7.4
O=S(=O)(Nc1ccc(SC(F)F)cc1)c1cccc2cccnc12 | 101.2
COc1ccc(C(=O)N2CCN(c3ccc([N+](=O)[O-])cc3)CC2)cc1Cl | -1.6
CC(=O)Nc1ccc(-c2ccc(NC(C)=O)c(Cl)c2)cc1Cl | 2.1
COc1cc(C2Nc3ccccc3C(=O)N2c2ccc(Cl)cc2)ccc1O (stereo not drawn) | -8.8
C#CCOc1ccc(/C=C(/C#N)C(=O)Nc2cccc(Br)c2)cc1OC | -0.4
O=C(Nc1ccc(Cl)c(Cl)c1)Nc1nnc(COc2ccc([N+](=O)[O-])cc2)s1 | -16.2
Cc1ccc(NC(=S)NC2CC(C)(C)NC(C)(C)C2)cc1 | -14.9
Cc1ccc(C(C)C)c(OCCNC(=O)c2ccccc2Cl)c1 | 3.8
CCOc1cc(/C=C(/C#N)C(N)=O)cc(Br)c1O | 9.1
COc1ccc(OCCCCOc2ccccc2)cc1 | -10.1
COc1ccc(Cc2nnc(NC(=O)Nc3ccccc3)s2)cc1 | 0.4
O=C(Nc1ccccc1)c1cccc(Cl)c1 | -14.7
COc1ccc(S(=O)(=O)N2CCN(Cc3cc(OC)c(OC)c(OC)c3)CC2)cc1 | 4.3
CCc1nnc(NC(=O)CC(c2ccccc2)c2ccccc2)s1 | -7.8
COc1ccc(-c2noc(-c3ccc(Br)cc3)n2)cc1 | -2.6
CCOC(=O)Cc1csc(NS(=O)(=O)c2ccc3ccccc3c2)n1 | 1.9
Cc1ccc(OCCCNC(C)(C)C)cc1C | -23.2
O=C(/C=C/c1ccc(-c2ccccc2[N+](=O)[O-])o1)NCc1ccccc1 | 2.4
CCOc1cc(/C=C2\C(=O)N(c3cccc(C(=O)O)c3)N=C2C)ccc1O | -29.6
O=C(COc1cccc([N+](=O)[O-])c1)Nc1cccc(-c2nc3ccccc3[nH]2)c1 | 7.6
COc1cc(/C=C2\SC(=S)NC2=O)cc(Br)c1OC(C)=O | -5.4
